# Screening data deposited in PubChem by several laboratories.
# G6PDH counter: inhibits Leuconostoc G6PDH, flagging false hits in G6PDH-based assays; Purified L. mesenteroides G6PDH, diaphorase/resazurin coupled fluorescence, 45 min; inhibition, % at 5 µM; 200,000 tested, 0.12% active; in the data active = inhibition above about 50%
# TNAP inh hi DEA: TNAP (human) inhibition, high acceptor; P05186; purified TNAP, CDP-star luminescence, 1 M DEA; inhibition, % at 20 µM; 200,000 tested, 0.03% active; AID 1135;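 active = over 50% inhibition of tissue-nonspecific alkaline phosphatase at 20 µM in the single-dose screen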;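 note: plate controls were DMSO wells for no effect and EDTA-quenched wells as full inhibition for full effect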
# FLuc stim CS: affects firefly luciferase, flagging false hits in luciferase stimulation screens | AID 1027 | ATPlite luciferase biochemical, luminescence, 10 min; 0 = ATP-free wells, 1 = DMSO control | 200,000 tested, under 10 active | P08659 | activation factor at 10 µM;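 active = luciferase activation factor, scaled between plate controls, of at least 2 with compound at 10 µM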
#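 Material: Luciferase/luciferin reagent mix | Doses: Test compounds dosed from 2 mM stocks in 100% DMSO | Timing: 10 min incubation after luciferase reagent addition, room temperature | Measured by: Luminescence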
# Diaphorase act: activates diaphorase or chemically reduces, flagging diaphorase assay artifacts | Diaphorase/resazurin coupled assay, resorufin fluorescence, 16 min; active compounds read high; 1 = vehicle wells, 0 = NADH-free wells | activation factor at 20 µM | 190,000 tested, 0.005% active | AID 1229;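 active = diaphorase activity raised at least twofold by the compound at 20 µM; inactive = activation factor below 2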
#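 Material: Clostridium kluyveri diaphorase, purified enzyme; Quantity: enzyme 0.07 U/mL final; Medium: HEPES pH 7.4 buffer with MgCl2 and Tween 20; Dosing: single compound dose of 20 µM, 1% DMSO final; Schedule: 16 min reaction at room temperature; Measured by: red resorufin fluorescence at 544/590 nm excitation/emission.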
# PMI act hi M6P: activators of human phosphomannose isomerase at near-saturating mannose 6-phosphate; P34949; coupled PMI enzyme assay, resazurin fluorescence, 20 min; active compounds read high; 1 = untreated enzyme, 0 = substrate-free blank; activation factor at 20 µM; 190,000 tested, 0.34% active; AID 1216;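 active = activation factor of 2 or more at 20 µM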
# Target sequence (P34949 whole entry, looked up): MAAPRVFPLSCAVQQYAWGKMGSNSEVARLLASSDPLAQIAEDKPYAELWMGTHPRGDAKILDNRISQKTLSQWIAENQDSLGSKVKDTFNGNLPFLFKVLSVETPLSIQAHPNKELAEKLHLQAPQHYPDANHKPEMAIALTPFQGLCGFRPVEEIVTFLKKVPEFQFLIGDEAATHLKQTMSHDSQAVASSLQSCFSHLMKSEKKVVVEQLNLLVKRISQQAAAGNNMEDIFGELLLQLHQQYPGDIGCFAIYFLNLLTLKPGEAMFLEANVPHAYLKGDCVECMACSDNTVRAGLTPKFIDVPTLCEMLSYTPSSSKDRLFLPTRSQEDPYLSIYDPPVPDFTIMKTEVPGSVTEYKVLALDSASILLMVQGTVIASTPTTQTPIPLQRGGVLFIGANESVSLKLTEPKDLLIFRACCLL
#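 Material: human phosphomannose isomerase with PGI, G6PDH, diaphorase coupling enzymes / Reagent: Man-6-P substrate 1.0 mM / Dosing: single compound dose of 20 µM, 1% DMSO final / Incubation: enzyme reaction with compound 20 min at room temperature / Signal: resorufin fluorescence (Ex 544/Em 590 nm) from resazurin via diaphorase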
# Diaphorase inh: inhibits diaphorase or chemically oxidizes, flagging diaphorase assay artifacts | diaphorase resazurin-to-resorufin fluorescence, NADH, 16 min; bacterial (C. kluyveri) enzyme, not human | inhibition, % at 20 µM | 190,000 tested, 0.69% active | AID 1217;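 active = primary screen inhibition at 20 µM above a set limit, cut at about 50% in these data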;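 note: plate controls were DMSO with full reaction for no effect and wells lacking NADH for full effect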
#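 System: Diaphorase enzyme from Clostridium kluyveri | Amount: Enzyme working solution with 0.14 U/mL diaphorase | Benchmarks: No-NADH positive control and DMSO neutral control | Signal: Fluorescence of resorufin formed from resazurin, Ex 544/Em 590 nm | Schedule: 16-min room-temperature incubation before reading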
# HMGR II inh: inhibitors of class II HMG-CoA reductase from Enterococcus faecalis; purified E. faecalis HMGR, NADPH absorbance 340 nm kinetic; inhibition, % at 10 µM; 190,000 tested, 0.41% active;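 active = inhibition above a set limit, the median over all tested compounds plus 3 SD, cut at about 9.5% in these data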;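 note: enzyme runs in reverse so mevalonate oxidation gives rising NADPH absorbance; 0% = complete reaction with DMSO and 100% = background rate lacking mevalonate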
# TNAP act hiacc: TNAP (human) activation, high acceptor. P05186. purified TNAP, CDP-star luminescence, 1 M DEA, 30 min; active compounds read high; 0 = EDTA background, 1 = DMSO-only activity. activation factor at 20 µM. 200,000 tested, under 10 active;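 active = activation factor at least 2 at 20 µM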
#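 Measured by: Luminescent substrate turnover signal | Test system: Human TNAP | Input: TNAP 1/800 final | Dosing: 20 µM single point | Schedule: 30 min, room temperature | Controls: EDTA wells as negative control, DMSO wells as positive control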
# TNAP inh noacc: blocks human TNAP activity with no phosphate acceptor present; P05186; purified TNAP, CDP-star luminescence, 30 min; inhibition, % at 20 µM; 200,000 tested, 0.26% active; AID 1012;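 active = tissue-nonspecific alkaline phosphatase inhibition above about 50% at 20 µM in the single-dose screen, limit read from the data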;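 note: 0% = DMSO negative control and 100% = EDTA positive control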
# PMI activator: phosphomannose isomerase (human) activation. P34949. purified human PMI, coupled resazurin fluorescence, 20 min; active compounds read high; 1 = vehicle control, 0 substrate-free wells. activation factor at 20 µM. 190,000 tested, 0.005% active. AID 1214;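 active = activation factor of 2 or more at 20 µM, relative to plate controls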
# An asterisk follows results filed as active; nt = no result given.
SMILES,G6PDH counter,TNAP inh hi DEA,FLuc stim CS,Diaphorase act,PMI act hi M6P,Diaphorase inh,HMGR II inh,TNAP act hiacc,TNAP inh noacc,PMI activator
COc1cc2c(cc1OC)C(=O)CC(C)S2 (stereo unspecified),-0.3,-3.2,1.1,1,1,4.2,-2.0,1,-12.2,1
CCOc1ccc(NC(=S)N2CCN(CCN3C(=O)c4cccc5cccc(c45)C3=O)CC2)cc1,-4.9,0.5,1,1,1,1.5,-1.0,1,-5.9,1
CCOC(=O)C1=C(C)NC(c2cccs2)C(=O)N1 (stereo unspecified),5.2,-5.2,1.1,0.9,1,5.9,-4.6,1.1,-5.1,1.1
CCOC(=O)C1CCC(CN(Cc2ccccc2)S(=O)(=O)c2ccc([N+](=O)[O-])cc2)CC1 (stereo unspecified),-1.6,3.7,1.1,1.1,1.2,-5.0,-2.7,1,-2.6,1.3
CC(=O)Nc1ccc(Oc2cc(N)cc([N+](=O)[O-])c2)cc1,1.6,0.0,1,0.9,0.9,6.8,-7.0,1,-4.8,1
Cc1ccc(S(=O)(=O)Oc2ccc(/C=C3/N=C(c4ccccc4)OC3=O)cc2)cc1,-2.1,-4.2,1,1,1.1,2.3,-3.3,1,-3.9,1.1
C=C1C2(C(=O)Nc3nccs3)CCC(C2)C1(C)C (stereo unspecified),-0.9,0.8,1,1.2,1.1,-23.4,-2.4,1,-6.3,1.1
CC(C)(C)C(=O)NC(=S)Nc1ccccc1C(=O)Nc1ccccc1,1.8,-6.6,1.1,0.9,1.1,11.9,0.5,1.1,-163.0,1
Cc1ccc(C)c(C(C)NC(=O)c2ccc(Br)o2)c1 (stereo unspecified),4.8,-2.4,1,0.9,1.1,11.4,-0.8,1,-16.1,1.2
O=c1[nH]c2cc(Cl)ccc2n1-c1ccccc1,3.3,13.7,1,0.9,1,8.4,-4.4,0.9,68.9*,0.9
CCOC(=O)c1nn(-c2ccccc2)c(C#N)c1N,13.4,-6.4,1,0.8,0.9,19.8,-5.3,1.1,-6.0,0.9
Cc1noc(NC(=O)c2ccccc2Cl)c1C#N,-5.3,0.8,1,0.9,0.9,9.9,-1.2,1,-11.1,1

# Record cards, as listed above. Values in the order: G6PDH counter	TNAP inh hi DEA	FLuc stim CS	Diaphorase act	PMI act hi M6P	Diaphorase inh	HMGR II inh	TNAP act hiacc	TNAP inh noacc	PMI activator
# Shown for O=c1[nH]c2cc(Cl)ccc2n1-c1ccccc1 : 3.3	13.7	1	0.9	1	8.4	-4.4	0.9	68.9*	0.9
# Shown for Cc1noc(NC(=O)c2ccccc2Cl)c1C#N : -5.3	0.8	1	0.9	0.9	9.9	-1.2	1	-11.1	1

# Continuation.
SMILES,G6PDH counter,TNAP inh hi DEA,FLuc stim CS,Diaphorase act,PMI act hi M6P,Diaphorase inh,HMGR II inh,TNAP act hiacc,TNAP inh noacc,PMI activator
Cc1cccc(Nc2nc(NCC3CCCO3)nc(N)c2[N+](=O)[O-])c1 (stereo unspecified),-10.8,1.2,1.1,0.8,1,15.7,-3.6,1,-4.6,0.8
CC(C)(C)c1ccc(C(=O)CSc2ncn[nH]2)cc1,8.5,-3.3,0.8,0.9,0.5,11.6,-1.8,1,-3.5,0.3
Cc1c(C=O)c(C=O)c(C)n1Cc1ccccc1,3.5,-0.5,1,0.9,1,5.7,-3.1,1,-4.7,1
COc1ccc(-c2cc(O)cc(O)c2)cc1,-9.1,0.0,0.6,0.8,0.8,17.6,-4.4,1,-5.7,0.8
COc1ccccc1/C=N/NC(=O)Cn1cnc([N+](=O)[O-])n1,0.3,2.1,1,1,1,-0.8,7.4,1,-6.6,1.1
CCN(CC)C(=O)CSc1nnc(-c2cccnc2)n1CCc1ccccc1,2.9,-4.0,1,1,1.1,-4.1,-2.4,1,-9.7,1
O=C(CSc1nc(COc2ccccc2)nc2ccccc12)NC1CCCC1,11.8,-2.9,1.1,nt,nt,nt,3.7,1,-8.8,nt
O=C(CNC(=O)c1ccccc1F)N/N=C/c1cc(Br)ccc1OC(=O)/C=C/c1ccco1,1.0,-1.7,1,0.8,1,24.1,-5.5,1,-5.1,1
CCOc1ccc(NC(=O)C2CCCN(S(=O)(=O)c3c(C)nn(C)c3C)C2)cc1 (stereo unspecified),-0.6,-1.5,1.1,0.9,1,9.4,1.4,1,-14.6,1
CCN(CC)S(=O)(=O)c1cccc(-c2nn(-c3ccccc3)cc2/C=C(\C#N)C(=O)NCc2ccco2)c1,1.2,-1.4,1.1,0.9,1,11.6,0.3,1,-4.7,1
CC(NCc1ccc(S(N)(=O)=O)cc1)C(=O)Nc1ccc([N+](=O)[O-])cc1Cl (stereo unspecified),0.7,3.0,1,1,1.1,-3.4,1.4,1,5.0,1.1
CC1=CC(C)(C)NC(=S)N1c1cccc(C)c1,3.9,-1.3,1.1,0.9,1.1,9.4,-0.7,1,-4.6,1

# Quoted from above for reference:
SMILES,G6PDH counter,TNAP inh hi DEA,FLuc stim CS,Diaphorase act,PMI act hi M6P,Diaphorase inh,HMGR II inh,TNAP act hiacc,TNAP inh noacc,PMI activator
Cc1cccc(Nc2nc(NCC3CCCO3)nc(N)c2[N+](=O)[O-])c1 (stereo unspecified),-10.8,1.2,1.1,0.8,1,15.7,-3.6,1,-4.6,0.8
CC(C)(C)c1ccc(C(=O)CSc2ncn[nH]2)cc1,8.5,-3.3,0.8,0.9,0.5,11.6,-1.8,1,-3.5,0.3
Cc1c(C=O)c(C=O)c(C)n1Cc1ccccc1,3.5,-0.5,1,0.9,1,5.7,-3.1,1,-4.7,1

# More compounds:
SMILES,G6PDH counter,TNAP inh hi DEA,FLuc stim CS,Diaphorase act,PMI act hi M6P,Diaphorase inh,HMGR II inh,TNAP act hiacc,TNAP inh noacc,PMI activator
O=C(Cn1c(=O)c2c(ncn2Cc2ccccc2)n(Cc2ccccc2)c1=O)N1CCc2ccccc21,-0.7,-7.0,1.1,1,0.9,0.0,-0.7,1.1,-4.0,0.8
CCOC(=O)C1CCCN(C(=S)NC2CCCC2)C1 (stereo unspecified),2.5,0.1,1,1,1,2.8,-3.5,1,-2.3,1
CC1CCN(Cc2ccc(-c3nn[nH]n3)cc2)CC1,0.8,-2.6,1,0.9,0.9,9.9,-0.4,1,-5.9,0.8
CC(C)C(=O)NC(=S)Nc1ccccn1,9.4,-7.6,1.1,0.9,1.1,7.8,-3.2,1.1,0.0,1.1
COc1cc(S(=O)(=O)N2CCN(Cc3ccc4c(c3)OCO4)CC2)c(C)cc1C,-7.3,2.1,1.1,0.8,0.8,20.0,-9.8,1,9.5,0.9
OC(CSc1ccccc1Cl)CN1CCN(c2ccc(F)cc2)CC1 (stereo unspecified),-20.8,-0.7,1,0.8,0.9,15.3,0.0,1,-6.1,0.9
O=C(CNC(=O)c1ccccc1)OCC(=O)N1N=C(c2ccc(Cl)cc2)CC1c1ccco1 (stereo unspecified),-1.8,-0.2,1,0.8,0.9,15.7,-8.7,1,-0.1,0.9
Cc1cc(N2CCC(N(C)C3CCCC3)CC2)nc2cc(O)ccc12,-0.9,-1.8,1,1.1,0.8,-10.0,-5.0,1,-12.5,0.8
CCOc1ccccc1NC(=O)CN(C)S(=O)(=O)c1ccc(OC)c(C)c1,12.5,0.5,1.1,0.8,0.8,16.5,-2.9,1,-3.0,0.8
COCc1cc(CN2CCCC(CNC(=O)c3ccc(F)cc3)C2)ccc1OC (stereo unspecified),5.9,-1.6,1,0.9,0.9,13.7,-8.2,1,-6.7,0.9
CCCCCCCCC(=O)NC(NC(=S)N1CCOCC1)C(Cl)(Cl)Cl (stereo unspecified),1.5,-16.1,1.1,0.7,0.9,30.6,-0.6,1.2,-20.6,0.8
CC(C)(C)c1csc(N/N=C/c2cccnc2)n1,-4.9,4.4,0.7,1.1,1.2,-7.8,-1.5,1,-1.7,1.4
